Assay outcomes from PubChem BioAssay.
mIAP act: activators of mouse IAP, primary screen, biochemical, luminescence, uHTS | muIAP, CDP-Star luminescence, 30 min; stronger effect = higher value; 1 = vehicle-only enzyme signal, 0 = enzyme-free wells | activation factor at 10 µM | actives 0.24% (n = 330,000);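 active = activation factor of at least 2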; also: the source names both 10 and 20 µM as test concentration; values of inactives mirror those of a sister screen read the other way
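Assay system: mouse IAP enzyme; Reagent: CDP-Star chemiluminescent phosphatase substrate; Compound: DMSO-dissolved test compounds; Incubation: 30 min, room temperature; Technique: luminescence from enzymatic CDP-Star hydrolysis; Controls: DMSO-only wells and no-enzyme negative control.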
A3A deaminase: APOBEC3A ssDNA deaminase inhibitors, primary screen, selectivity assay for APOBEC3G inhibitor project, biochemical, FAM/TAMRA oligo cleavage fluorescence; DNA dC->dU-editing enzyme APOBEC-3A (Homo sapiens), P31941; recombinant A3A, FAM/TAMRA ssDNA deamination fluorescence; inhibition, % at 20 µM; actives 0.41% (n = 330,000); AID 493011, 2011;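 active = at least 40% inhibition at 20 µM here, with at most 30% in a related deaminase screen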;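 also: plate controls were A3A with DMSO for no effect and wells lacking A3A enzyme for full effect; some results filed as inactive read as strong as hits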
Target sequence (P31941 whole entry, looked up): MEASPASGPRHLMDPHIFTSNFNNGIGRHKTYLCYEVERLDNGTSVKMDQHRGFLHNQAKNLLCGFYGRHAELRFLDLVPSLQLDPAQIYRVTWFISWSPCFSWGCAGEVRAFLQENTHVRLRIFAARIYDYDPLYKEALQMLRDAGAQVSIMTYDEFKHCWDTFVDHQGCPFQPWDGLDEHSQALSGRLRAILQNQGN
hIAP activ: human IAP activators, primary screen, biochemical, luminescence, uHTS | Intestinal-type alkaline phosphatase (Homo sapiens), P09923 | purified human IAP, CDP-Star luminescence, 30 min; stronger effect = higher value; 1 = vehicle-only enzyme, 0 = enzyme-free background | activation factor at 10 µM | actives 0.16% (n = 330,000) | AID 2524, 2010;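 active = activation factor of the enzyme at least 2-fold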; also: the source names both 10 and 20 µM as test concentration; values of inactives mirror those of a sister screen read the other way
Target sequence (P09923 whole entry, looked up): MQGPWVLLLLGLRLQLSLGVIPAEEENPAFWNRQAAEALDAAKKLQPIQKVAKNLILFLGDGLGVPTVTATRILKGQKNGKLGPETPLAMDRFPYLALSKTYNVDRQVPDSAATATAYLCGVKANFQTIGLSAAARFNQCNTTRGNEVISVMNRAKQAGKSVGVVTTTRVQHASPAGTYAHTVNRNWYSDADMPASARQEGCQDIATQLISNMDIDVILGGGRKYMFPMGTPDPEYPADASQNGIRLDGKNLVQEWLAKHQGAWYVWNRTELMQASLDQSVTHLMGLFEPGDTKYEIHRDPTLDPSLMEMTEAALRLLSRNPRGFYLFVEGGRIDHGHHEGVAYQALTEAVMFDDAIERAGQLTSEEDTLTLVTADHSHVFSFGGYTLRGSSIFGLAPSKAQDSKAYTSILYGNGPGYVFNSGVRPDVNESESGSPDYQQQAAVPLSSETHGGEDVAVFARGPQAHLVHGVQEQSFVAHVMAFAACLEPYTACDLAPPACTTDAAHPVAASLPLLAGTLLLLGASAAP
GRIN3A LBD mod: binders of NR3A ligand-binding domain, primary screen, biophysical, differential scanning fluorimetry, uHTS; NR3A LBD differential scanning fluorimetry, Tm shift; 0% = protein alone, 100% = glycine-bound protein; Tm shift relative to glycine control, % at 25 µM; actives 2.5% (n = 340,000); AID 1259313, 2017;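 active = melting temperature shift of at least 10% of the positive control shift, at one fixed dose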
mIAP block: inhibitors of mouse IAP, primary screen, biochemical, luminescence, uHTS. intestinal alkaline phosphatase [Mus musculus]. purified mouse IAP, CDP-Star luminescence, 30 min. inhibition, % at 10 µM. actives 0.2% (n = 330,000). AID 2806, 2010;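 active = inhibition of at least 40% at 10 µM in the primary screen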;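 also: plate controls were DMSO with enzyme for no effect and no enzyme wells for full effect; values of inactives mirror those of a sister screen read the other way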
hIAP block: human IAP inhibitors, primary screen, biochemical, luminescence, uHTS; Intestinal-type alkaline phosphatase (Homo sapiens), P09923; purified IAP, CDP-Star luminescence, 30 min; inhibition, % at 10 µM; actives 0.12% (n = 330,000); AID 2544, 2010;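 active = inhibition reaching a set limit with compound at 10 µM in the primary screen, cut at about 35% in these data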;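 also: plate controls were DMSO wells with enzyme for no effect and no-enzyme buffer wells for full effect; values of inactives mirror those of a sister screen read the other way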
A3G deaminase: APOBEC3G DNA deaminase inhibitors, primary screen, biochemical, fluorescence, single-stranded DNA substrate, uHTS; DNA dC->dU-editing enzyme APOBEC-3G (Homo sapiens), Q9HC16; recombinant A3G, ssDNA deamination FAM/TAMRA fluorescence; inhibition, % at 20 µM; actives 0.28% (n = 330,000); AID 493012, 2011;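 active = inhibition of at least 40% at 20 µM, with no more than 30% in the related APOBEC3A deaminase screen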;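 also: plate controls were DMSO wells with A3G for no effect and wells lacking A3G enzyme for full effect; some compounds called inactive have numbers as strong as hits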
MPTP inh: mitochondrial permeability transition pore inhibitors, primary screen, biochemical, isolated mouse mitochondria, absorbance. Ca2+ swelling absorbance, 30 min. inhibition, % at 10 µM. actives 1.4% (n = 360,000). AID 602449, 2012;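 active = inhibition of 50% or more, scaled per plate between neutral and stimulator controls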;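 also: 0% = DMSO wells given calcium and 100% = 1 mM EGTA wells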
MIN6 prolif: inducers of MIN6 beta-cell proliferation, primary screen, ATP luminescence, uHTS. MIN6 cells proliferation, ATPlite luminescence, 48 h; cells starved in 0.2% serum; 100% = growth in 10% serum. proliferation, % at 10 µM. actives 0.29% (n = 330,000). AID 2380, 2010;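 active = compounds whose signal lies at least 3.5 SD above the mean of all wells on their plate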;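 also: 0% = DMSO-treated cells in low-serum medium and 100% = 10% serum control; some compounds called inactive have numbers as strong as hits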
Active calls of the source: *; x = no result given. Compounds were not picked by outcome, and some 5% of all compounds hit somewhere here.

structure	GRIN3A LBD mod	mIAP block	MIN6 prolif	hIAP block	A3G deaminase	A3A deaminase	mIAP act	hIAP activ	MPTP inh
CCCCNC(C(=O)Nc1ccc([N+](=O)[O-])cc1Br)c1ccccc1 (stereo unspecified)	0	4	-1	2	0	-1	0.96	0.98	-0.7
C=CCN1C(=O)N(/C=C/C)c2cccc3cccc1c23	1	2	0	9	-5	-4	0.98	0.91	0.6
Cc1ccc(C)c(N2CC(C(=O)OCC(=O)Nc3cc(C)on3)CC2=O)c1 (stereo unspecified)	1	6	-2	-6	0	-2	0.94	1.1	-2.0
COc1ccc(C(=O)NCc2ccncc2)cc1S(=O)(=O)NCc1ccc(Cl)cc1	0	-7	1	-6	-4	-2	1.1	1.1	0.9
COc1ccc(CCN2C(=NC(=O)CCC(=O)O)SC3CS(=O)(=O)CC32)cc1 (stereo unspecified)	x	0	-3	13	-2	0	1	0.87	1.0
Cc1sc2nc(SCC(=O)N(C)Cc3ccccc3)n(-c3ccccc3)c(=O)c2c1C	-2	-4	-2	14	-6	-3	1	0.86	-2.8
Cc1ccccc1Sc1c(C#N)c(-c2ccccc2)nn1C	6	5	-2	28	-4	-3	0.95	0.72	2.1
COc1cc2c(cc1OC)CN(C1CCCN(Cc3cc(Cl)ccc3O)C1)CC2 (stereo unspecified)	3	-5	1	-16	-10	-3	1	1.2	0.5
CCN(C(=O)COC(=O)c1ccc(C)c(S(=O)(=O)N2CCCCC2)c1)C1CCS(=O)(=O)C1 (stereo unspecified)	2	-10	1	-4	-9	-2	1.1	1	-0.4
Cc1sc2nc(SCC(=O)N(CCO)CCO)nc(N)c2c1C	1	2	1	-12	-7	-1	0.98	1.1	-0.2
COc1ccc2c(c1)c(=O)oc1cc(OCC(=O)NC3CCCCC3)ccc12	-11	4	-1	0	5	37	0.96	1	34
CCC1CCCCN1S(=O)(=O)c1ccc([N+](=O)[O-])cc1 (stereo unspecified)	0	7	-4	12	-6	8	0.93	0.88	0.8
O=C(O)c1ccc(OCCn2ccnc2)cc1	1	-10	0	-20	-5	0	1.1	1.2	1.8
Cc1cc([N+](=O)[O-])nn1CC(=O)N/N=C/c1ccccc1O	-2	-1	-4	-22	-3	-2	1	1.2	1.8
Cc1cccc(NC(=O)c2ccccn2)c1C	-1	2	-2	-13	0	-2	0.98	1.1	-0.5
Cc1c(C)c2ccc(OC(C)C(=O)N3C[C@H]4C[C@@H](C3)c3cccc(=O)n3C4)c(C)c2oc1=O (stereo partly specified)	-1	7	-2	-6	-9	-1	0.93	1.1	-1.5
O=[N+]([O-])c1ccc(N2CCCC2)cc1NC1CC1	-7	24	11*	6	-1	-3	0.76	0.94	1.3
COc1cccc(NC(=O)CNC(=O)N2CC(=O)Nc3ccccc32)c1	0	-1	-4	-7	-2	3	1	1.1	0.3
CSc1nnc(Cc2sc(-c3ccccc3)nc2-c2ccccc2)o1	-7	6	-3	-21	-9	2	0.94	1.2	0.1
COc1ccc(CC(C(=O)Nc2cc(C)ccc2C)/C(N)=N/O)cc1 (stereo unspecified)	-1	0	-3	-13	-3	-3	1	1.1	-1.0
CCc1nc2sc(C)c(C)c2c(=O)n1CCO	2	8	-1	-8	-3	-1	0.92	1.1	0.3
CCN(CC)S(=O)(=O)c1cc(C(=O)OCC(=O)NC2CCCc3ccccc32)ccc1C (stereo unspecified)	-8	-3	-3	-1	-8	0	1	1	6.8
Cc1ccc(-c2nc(CN(CC3CCC3)CC3CCCO3)c(C)o2)s1 (stereo unspecified)	-2	-14	2	-2	-7	0	1.1	1	-0.5
CCCN1CCN(CCCNC(=O)C2CCN(c3nnc(-n4cccc4)s3)CC2)CC1	0	12	0	-9	-4	-1	0.89	1.1	0.1
COc1ccc(CCNC(=O)Cn2c(=O)oc3cc(Cl)ccc32)cc1OC	-1	3	-1	-5	11	5	0.97	1.1	0.2
O=S1(=O)C=C(SCCN2CCCC2)c2ccccc21	1	-3	-3	3	0	1	1	0.97	2.6
CC1CCCN(CC(=O)Nc2cc(S(=O)(=O)N3CCOCC3)ccc2N2CCCC2)C1 (stereo unspecified)	-2	-4	-3	-3	-1	1	1	1	-0.2
Cc1cc(C)c2c(n1)sc1c(=O)[nH]c(SCc3ccccc3)nc12	-1	11	0	-10	0	1	0.89	1.1	1.5
Cc1cc(Cl)ccc1NC(=S)NCCc1ccc(S(N)(=O)=O)cc1	1	-17	-1	-1	-2	-3	1.2	1	0.6
CC1=C(C(N)=O)C(c2ccc(Br)cc2)n2nc(CCCO)nc2N1 (stereo unspecified)	0	7	1	-12	-7	-6	0.93	1.1	0.3

Additional results:
structure	GRIN3A LBD mod	mIAP block	MIN6 prolif	hIAP block	A3G deaminase	A3A deaminase	mIAP act	hIAP activ	MPTP inh
O=C(Cc1ccc(Br)cc1)Nc1ccc(S(=O)(=O)Nc2ncccn2)cc1	-3	-2	-3	-6	-4	-3	1	1.1	0.0
CC1C/C(=N/NC(=O)c2ccc(CSc3nc4ccccc4[nH]3)cc2)CC(C)(C)C1 (stereo unspecified)	-7	-4	0	-18	-2	4	1	1.2	1.5
C=CCNc1nc(-c2ccc(OC)cc2OC)cs1	1	13	-4	-1	-1	2	0.87	1	0.2
COc1ccc(S(=O)(=O)N2CCCCCC2)cc1C(=O)OC(C)C(N)=O (stereo unspecified)	1	-4	-2	2	-3	5	1	0.98	1.8
CC(C)CC(COCc1ccc(F)cc1)N1CCN(C(=O)c2cccc(C(F)(F)F)c2)CCC1=O (stereo unspecified)	2	4	-5	-5	-7	-3	0.96	1.1	0.8
CN(C)c1ccc(CNCCC2CCOC(C)(C)C2)cc1 (stereo unspecified)	x	3	-2	-3	-8	-5	0.97	1	x
COc1ccc(CNC(=O)N2CCN(c3ccc(F)cc3)CC2)cc1	1	-6	-2	-3	1	1	1.1	1	0.2
CC(NC(=O)Cc1ccccc1)c1ccc(F)cc1 (stereo unspecified)	0	-3	-2	-3	1	1	1	1	8.8
CCOC(=O)C1CCN(CC(O)COCc2cccs2)CC1 (stereo unspecified)	-1	4	-2	3	-7	-3	0.95	0.97	1.5
CC(C)(C)NC(=O)CSc1nnc(NC(=O)CCc2ccccc2)s1	-1	-12	1	-32	-2	-4	1.1	1.3	0.6
C/C(CC(=O)Nc1cccc(Cl)c1C)=N\NC(=O)Cc1csc(N)n1	-1	12	-2	-29	-7	3	0.88	1.3	-0.3
CCc1ccc(CN(C)C(=O)c2cc(COc3ccc(-n4cncn4)cc3)on2)cc1	7	7	-7	-7	-3	-5	0.93	1.1	59*
Cc1ccc(C(c2sc3nc(C)nn3c2O)N2CCN(c3ccccc3)CC2)cc1 (stereo unspecified)	-1	-3	0	-2	-1	2	1	1	-1.0
CCc1nnc(SCC(=O)NC2CCCCC2)nc1CC	1	2	-2	-16	0	0	0.98	1.2	0.2
O=C(N/N=C/c1ccc2ncccc2c1)c1ccco1	-15	-2	-4	-35	-1	0	1	1.4	-1.6
COc1ccc(Oc2nc3c(c(=O)n(C)c(=O)n3C)n2C)cc1	-2	-6	0	2	-3	-7	1.1	0.98	1.4
O=C(Nc1ccc(Cl)c(Cl)c1)N1CCSCC1	1	-12	-4	4	0	0	1.1	0.95	20
CC(C)=CCCC(C)CN1CCC(n2nccc2NC(=O)C2CCCC2)CC1 (stereo unspecified)	-4	-71	1	0	-9	-1	1.7	1	0.9
CC(=O)Oc1ccc(C(=O)Nc2cccc(C(=O)NC(C)(C)C)c2)cc1	-5	-4	-5	0	-2	-1	1	1	-1.8
CC1CC2=C(CC1/C=N/NC(N)=S)C(C)(C)CCC2 (stereo unspecified)	1	-20	-4	-31	-9	-7	1.2	1.3	0.4
O=C(c1ccc(Cl)cc1)[C@@H]1[C@@H]2C(=O)N(c3ccc(Cl)cc3)C(=O)[C@@H]2C2c3ccccc3C=NN21 (stereo partly specified)	0	6	-4	-24	-7	-5	0.94	1.2	1.2
CCN(CC)CCCn1c2c(c(SCC(=O)Nc3nccs3)nc1=O)CCC2	x	3	-2	-10	-1	2	0.97	1.1	-1.3
Cc1ccccc1N1OC2C(=O)N(c3ccc(F)cc3)C(=O)C2C1c1ccccn1 (stereo unspecified)	-6	3	-1	20	-9	-4	0.97	0.8	0.4
O=C(COc1ccccc1Cl)NC(=S)N1CCc2ccccc21	-2	1	-2	-18	-5	-6	0.99	1.2	0.1
COC(=O)c1ccccc1NC(=O)c1sc(=S)n(C)c1N	-2	16	3	9	40*	-1	0.83	0.91	-0.6

In the list so far, these have an aryl thioether with sulfur outside any ring.
structure	GRIN3A LBD mod	mIAP block	MIN6 prolif	hIAP block	A3G deaminase	A3A deaminase	mIAP act	hIAP activ	MPTP inh
Cc1sc2nc(SCC(=O)N(C)Cc3ccccc3)n(-c3ccccc3)c(=O)c2c1C	-2	-4	-2	14	-6	-3	1	0.86	-2.8
Cc1ccccc1Sc1c(C#N)c(-c2ccccc2)nn1C	6	5	-2	28	-4	-3	0.95	0.72	2.1
Cc1sc2nc(SCC(=O)N(CCO)CCO)nc(N)c2c1C	1	2	1	-12	-7	-1	0.98	1.1	-0.2
CSc1nnc(Cc2sc(-c3ccccc3)nc2-c2ccccc2)o1	-7	6	-3	-21	-9	2	0.94	1.2	0.1
Cc1cc(C)c2c(n1)sc1c(=O)[nH]c(SCc3ccccc3)nc12	-1	11	0	-10	0	1	0.89	1.1	1.5
CC1C/C(=N/NC(=O)c2ccc(CSc3nc4ccccc4[nH]3)cc2)CC(C)(C)C1 (stereo unspecified)	-7	-4	0	-18	-2	4	1	1.2	1.5
CC(C)(C)NC(=O)CSc1nnc(NC(=O)CCc2ccccc2)s1	-1	-12	1	-32	-2	-4	1.1	1.3	0.6
CCc1nnc(SCC(=O)NC2CCCCC2)nc1CC	1	2	-2	-16	0	0	0.98	1.2	0.2
CCN(CC)CCCn1c2c(c(SCC(=O)Nc3nccs3)nc1=O)CCC2	x	3	-2	-10	-1	2	0.97	1.1	-1.3
